Compound activity from PubChem.
ERp5 block – blocks human ERp5 reductase activity on insulin; Q15084; ERp5 insulin aggregation, absorbance 650 nm, 90 min; inhibition, % at 9.99 µM; hit rate 0.05% among 350,000; AID 651711;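 active = mean replicate inhibition above about 25%, with every replicate also reaching it, limit read from the data, passing the limit was not always enough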
Target sequence (Q15084 whole entry, looked up): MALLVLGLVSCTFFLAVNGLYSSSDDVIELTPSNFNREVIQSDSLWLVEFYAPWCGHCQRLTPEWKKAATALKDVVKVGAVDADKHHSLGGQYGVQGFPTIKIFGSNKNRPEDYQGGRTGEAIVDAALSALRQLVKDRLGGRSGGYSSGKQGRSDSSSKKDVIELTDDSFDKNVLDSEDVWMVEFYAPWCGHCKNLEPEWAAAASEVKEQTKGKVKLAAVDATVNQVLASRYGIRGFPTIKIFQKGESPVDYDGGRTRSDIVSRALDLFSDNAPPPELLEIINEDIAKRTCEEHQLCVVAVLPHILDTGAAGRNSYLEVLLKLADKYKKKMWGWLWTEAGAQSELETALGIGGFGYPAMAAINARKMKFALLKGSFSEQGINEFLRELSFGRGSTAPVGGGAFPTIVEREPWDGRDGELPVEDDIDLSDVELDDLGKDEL
Cneo AK release – causes C. neoformans cell lysis. adenylate kinase release luminescence, 4 h; normalised: neutral wells 0, clomiphene wells 100. lysis activity, % at 15 µM. hit rate 0.2% among 360,000;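 active = mean lysis activity across replicates of at least 80%, whatever share of replicates individually reach that level; inactive = mean lysis activity below 80%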
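Assay system: C. neoformans cells. Amount: yeast cell density of 5 × 10^6 cells/mL. Technique: AK luminescence. Buffer or medium: YPD. Times: static 4 h at 37 °C with compound, 1 h detection. Dosing: single-point compound dose. Read-out: lysis from increased AK signal.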
SIRT5 block – inhibitors of human sirtuin-5 desuccinylase; Q9NXA8; hit rate 1.1% among 330,000; AID 652115; Purified SirT5, succinyl-peptide AMC, trypsin-coupled fluorescence; inhibition, % at 15 µM; in the data active = inhibition above about 15%
Target sequence (Q9NXA8 whole entry, looked up): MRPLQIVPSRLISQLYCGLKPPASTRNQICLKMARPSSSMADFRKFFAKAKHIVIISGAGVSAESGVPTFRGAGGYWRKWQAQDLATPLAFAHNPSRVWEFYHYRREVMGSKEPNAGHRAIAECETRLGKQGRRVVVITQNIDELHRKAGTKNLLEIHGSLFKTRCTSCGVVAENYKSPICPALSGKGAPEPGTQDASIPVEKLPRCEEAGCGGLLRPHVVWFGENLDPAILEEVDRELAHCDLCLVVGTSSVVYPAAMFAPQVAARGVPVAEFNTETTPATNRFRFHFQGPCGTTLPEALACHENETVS
miR122 inh – inhibitors of miR-122 in Huh7 cells; activation (reporter increase), % at 12.5 µM; AID 602342; Huh7 miR-122 Renilla luciferase sensor, 48 h; neutral wells = 0, positive control = 100; hit rate 0.3% among 340,000;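 active = mean replicate activation score at least 90 and every replicate individually at or above 90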;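 also: higher luciferase means less miR-122 activity so hits act as miR-122 inhibitors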
esBAF inh – SWI/SNF esBAF complex inhibition | mouse ES cells, Bmi1-luciferase knock-in reporter, 24 h; 100% = twice the neutral-well signal | reporter increase, % at 12.5 µM | hit rate 2% among 350,000 | AID 602393; in the data active = activation above about 40%;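 also: 0% = median of the plate's neutral control wells and 100% = double that signal; a rise in the Bmi1 reporter signal indicates esBAF inhibition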
Statin myotox sup – suppressors of simvastatin-induced myotoxicity in C2C12 myotubes; ATP luminescence, 48 h; scaled: DMSO 0, geranylgeraniol control 100; rescue of ATP level, % at 7.49 µM; hit rate 0.78% among 330,000; AID 602340;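 active = mean ATP rescue above about 67%, or every replicate alone reaching that limit, limit read from the data, passing the limit was not always enough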;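 also: myotubes were challenged with 10 µM simvastatin during compound exposure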
ARNT TACC3 PPI – disruptors of human ARNT/TACC3 interaction; Q9Y6A5; AlphaScreen His-ARNT PAS-B/GST-TACC3 binding, luminescence; TACC3 fragment carries E629A point mutation; inhibition, % at 9.99 µM; hit rate 0.66% among 390,000;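 active = mean inhibition of replicates at least 50% and at least half of replicates each reaching 50%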;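 also: 0% = complete ARNT plus TACC3 wells and 100% = ARNT alone without TACC3; many hits fall short of the cut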
An asterisk follows results filed as active; x = not tested or not shown; & = joins results of further samples; ! = not confirmed by another sample; [ ] = another dose, or the depositor's remark.

Below each compound: ERp5 block	Cneo AK release	SIRT5 block	miR122 inh	esBAF inh	Statin myotox sup	ARNT TACC3 PPI
> COc1ccc(CNC(=O)c2cc(C3CC3)on2)cc1
    4.9	-1.8	2.1	0.5	35.3	x	-11.3
> C[C@H]1CCCCO[C@H](CN(C)S(=O)(=O)c2ccccc2)[C@@H](C)CN([C@@H](C)CO)C(=O)c2cc(NC(=O)Nc3ccccc3)ccc2O1
    -4.0	0.3	4.3	12.4[16.7 µM]	-3.4	x	-5.6
> CCn1ncc(-c2csc(N)n2)c1C
    4.3	x	1.4	x	x	x	7.4
> CCN(C(=O)CSc1nnc(-c2ccco2)n1C)c1c(N)n(Cc2ccccc2)c(=O)[nH]c1=O
    1.0	-5.3	-0.5	-2.6	-1.3	13.3	0.9
> O=C(O)CSc1nnc(-c2ccncc2)n1C1CCCCC1
    x	3.9	x	-4.2	-6.4	-0.8	0.1
> O=C(Nc1ccc(F)cc1)Nc1ccc2c(c1)[C@@H]1C[C@@H](CC(=O)N3CCOCC3)O[C@@H](CO)[C@@H]1O2
    -7.0	-1.9	1.0	1.1[16.7 µM]	-3.0	0.7	0.3
> CNC(=S)NNC(=O)Cc1ccc(O)cc1
    x	-1.3	x	3.5	x	x	35.7
> O=C(CN1CCOCC1)N1CCCCN2[C@H](C1)[C@@H](c1ccc(/C=C/c3ccccc3)cc1)[C@@H]2CO
    1.4	0.1	-1.6	5.0[16.7 µM]	2.5	-9.0	6.2
> Cc1ccc(NC(=O)CS(=O)CC(=O)NCC2OCCc3ccccc32)c(C)c1 (stereo not drawn)
    x	-1.9	x	4.6	2.2	8.1	-9.2
> Cc1cc(-c2nnc(SCC(=O)Nc3ccc(F)cc3)n2N)n[nH]1
    x	-1.1	-1.3	-6.4	3.6	10.3	-5.9
> N#Cc1ccc(-c2ccc3c(c2)[C@H]2[C@H](CCN2C(=O)C2CC2)[C@H](CO)N3)cc1
    1.6	-1.1	4.5	-10.4[16.7 µM]	8.7	-3.8	15.1
> CC1Cc2ccccc2N1CC(=O)Nc1ccc(S(=O)(=O)N(C)C)cc1 (stereo not drawn)
    7.4	x	-3.5	1.7	-10.4	0.9	1.2
> COC(=O)C1=C(C)Nc2[nH]c(=S)[nH]c(=O)c2C1c1ccc(OC)cc1 (stereo not drawn)
    0.3	-0.5	4.0	0.9	-4.8	-4.8	-1.5
> O=C(O)C1CCCCC1C(=O)Nc1cc(C(F)(F)F)ccc1Cl (stereo not drawn)
    3.1	x	-0.7	x	x	x	-2.1
> CCCCNC(=O)c1ccc2nc(CC)c(N(CCC(C)C)CCN(C)C)n2c1
    1.5	-0.1	0.9	-4.9	3.9	-5.5	x

In another format: results already given
Cc1cc(-c2nnc(SCC(=O)Nc3ccc(F)cc3)n2N)n[nH]1
  ERp5 block: x; Cneo AK release: -1.1; SIRT5 block: -1.3; miR122 inh: -6.4; esBAF inh: 3.6; Statin myotox sup: 10.3; ARNT TACC3 PPI: -5.9
Cc1ccc(NC(=O)CS(=O)CC(=O)NCC2OCCc3ccccc32)c(C)c1 (stereo not drawn)
  ERp5 block: x; Cneo AK release: -1.9; SIRT5 block: x; miR122 inh: 4.6; esBAF inh: 2.2; Statin myotox sup: 8.1; ARNT TACC3 PPI: -9.2
CCn1ncc(-c2csc(N)n2)c1C
  ERp5 block: 4.3; Cneo AK release: x; SIRT5 block: 1.4; miR122 inh: x; esBAF inh: x; Statin myotox sup: x; ARNT TACC3 PPI: 7.4

Further results.
Below each compound: ERp5 block	Cneo AK release	SIRT5 block	miR122 inh	esBAF inh	Statin myotox sup	ARNT TACC3 PPI
> COc1cccc(Nc2nc(CN3CCOCC3)nc3sc4c(c23)CCCC4)c1
    -0.6	5.6	21.7*	-5.0	-1.5	1.5	5.4
> C=CCNC(=O)NC(=O)COC(=O)C(C)Oc1ccc(Cl)cc1Cl (stereo not drawn)
    0.6	x	-3.8	x	x	x	-13.1
> O=C(C[C@@H]1CC[C@@H]2[C@H](COC[C@H](O)CN2S(=O)(=O)c2ccc(F)cc2)O1)NCc1ccc(Cl)c(Cl)c1
    -1.5	-5.0	-4.7	27.6[16.7 µM]	7.0	7.9	1.5
> O=C(C(Cc1ccccc1)N1C(=O)C2C3C=CC(C3)C2C1=O)N1CCCCC1 (stereo not drawn)
    x	2.3	x	3.0	-19.8	21.5	19.2
> Cc1nc2c(cc1NC(=O)c1ccccc1)nc(C)n2Cc1ccccc1
    3.1	-0.1	6.4	x	-7.3	3.6	27.7
> Cc1ccc(NC(=O)CNC(=O)c2cccs2)nc1
    -11.6	-1.3	0.5	x	28.3	-2.5	5.3
> COc1ccc(N2C(=O)NC(NC(=O)c3cccnc3)(C(F)(F)F)C2=O)cc1 (stereo not drawn)
    0.4	0.3	0.4	0.6	-4.6	-1.6	-2.4
> CCOC(=O)C1=C(CCc2ccccc2)NC(=O)NC1c1cccc([N+](=O)[O-])c1 (stereo not drawn)
    14.2	-0.1	x	41.2	-3.5	8.0	-18.8
> C=CCn1c(CCc2ccc(OC(C)C)cc2)n[nH]c1=S
    10.8	x	0.4	x	x	x	-17.9
> C[C@@H]1CCCCO[C@H](CN(C)C(=O)c2ccncc2)[C@@H](C)CN([C@H](C)CO)C(=O)c2cc(NC(=O)NC3CCCCC3)ccc2O1
    x	6.2	x	1.0[16.7 µM]	0.6	x	-14.1
> O=C(CSc1nnc(CNC(=O)c2ccco2)o1)Nc1ccccc1C(F)(F)F
    1.2	x	0.8	x	x	x	-1.3
> O=C(C[C@H]1C[C@@H]2c3cc(NS(=O)(=O)c4ccc(F)cc4)ccc3O[C@@H]2[C@@H](CO)O1)NCc1cccnc1
    2.2	-4.9	-1.5	6.7[16.7 µM]	1.7	-2.1	-7.1
> CC(=O)N(C)C[C@H]1Oc2cc(C#Cc3ccccn3)ccc2S(=O)(=O)N([C@H](C)CO)C[C@@H]1C
    3.2	0.9	1.1	-2.8[16.7 µM]	5.9	-1.2	-4.5
> COc1ccccc1CN1CC(C(=O)NCc2cc(F)ccc2C)CCC1=O (stereo not drawn)
    -1.8	-12.7	-5.4	-3.2	38.8	-0.8	-6.1
> COCC(C)OC(=O)c1c(N)n(CC(C)C)c2nc3ccccc3nc12 (stereo not drawn)
    x	-2.1	x	-1.5	-3.6	-22.0	2.8

(more compounds)
Below each compound: ERp5 block	Cneo AK release	SIRT5 block	miR122 inh	esBAF inh	Statin myotox sup	ARNT TACC3 PPI
> Cc1cc(C(=O)COC(=O)c2ccc(O)cc2)c(C)n1CCc1ccc(F)cc1
    -1.0	3.0	0.3	6.0	13.6	9.2	-2.2
> CC1=C(CC/C(C)=N/NC(N)=S)C(C)(C)CCC1
    -1.4	5.7	-1.1	x	0.2	-32.1	-4.1
> Cc1ccnc(NC(=O)CCC(=O)N(CC(=O)NCCc2ccccc2)Cc2ccco2)c1
    x	-0.4	x	0.6	-4.1	1.9	-7.6
> CCOC(=O)C1(Cc2ccccc2)C(=O)Nc2ccccc21 (stereo not drawn)
    9.4	x	-1.0	x	x	x	-0.9
> C[C@H](CO)N1C[C@H](C)[C@H](CN(C)Cc2ccncc2)Oc2ncc(C#CCN(C)C)cc2C1=O
    -4.7&-6.1	-0.9&4.3	40.8*!	-3.0&-4.4[16.7 µM]	-3.9&7.7	16.5&11.0	-4.3&-8.8
> COc1ccc(OC)c(CCNC(=O)C(C)n2nc(C)c3c(C)n(-c4ccc(C)cc4)nc3c2=O)c1 (stereo not drawn)
    -4.7	-1.4	-6.1	-6.6	-2.4	-1.6	-4.5
> Cc1noc(C)c1S(=O)(=O)N(C)C[C@H]1Oc2c(NC(=O)c3ccc(-c4nccs4)cc3)cccc2C(=O)N([C@@H](C)CO)C[C@H]1C
    -3.0	0.7	3.2	-3.4[16.7 µM]	4.6	-30.6	-2.0
> COc1cccc(Oc2ccc(N/C=C/C(=O)C(C)(C)C)cc2)c1
    0.3	4.2	0.3	3.5	x	x	1.9
> O=C(COC(=O)CCN1C(=O)C2CC=CCC2C1=O)Nc1ccc(Cl)cc1F (stereo not drawn)
    -6.2	1.4	-0.3	x	-7.2	6.8	-0.7
> O=C(NCCc1ccccn1)c1cncc(Br)c1
    6.9	21.7	-3.0	0.7	8.0	-4.5	-1.8
> COc1ccc(S(=O)(=O)N2CCN(c3nc(-c4cccnc4)nc4ccccc34)CC2)cc1
    2.6	-0.4	-1.7	x	1.6	-14.8	2.2
> Cc1sc2nc(CN3CCCC3)nc(N3CCN(C(=O)c4ccco4)CC3)c2c1C
    8.2	x	-11.6	x	x	x	2.8
> CCCNc1nc(=S)n(-c2ccccc2)c(C)c1C(C)=O
    6.6	x	-1.9	x	x	x	2.3
> CS(=O)(=O)N(CC(=O)N/N=C/c1ccccc1C(=O)O)c1cccc(Cl)c1Cl
    -3.7	x	0.0	x	x	x	-9.8
> COc1ccc(COCCN2CCN(S(=O)(=O)c3ccccc3)CCC2=O)cc1
    5.9	-0.1	-3.5	6.0	-4.2	7.7	0.7

(more compounds)
Below each compound: ERp5 block	Cneo AK release	SIRT5 block	miR122 inh	esBAF inh	Statin myotox sup	ARNT TACC3 PPI
> COc1cc(CN2C[C@@H](CO)O[C@@H](n3cnc4c(N5CCN(C)CC5)ncnc43)C2)cc(OC)c1OC
    5.1	0.2	x	-3.8	0.9	0.2	x
> CC1(C)CC(=O)C2=C(C1)N1CCCCC1CC2=O (stereo not drawn)
    x	-0.6	x	-3.7	-14.5	6.6	-6.4
> CC1Cc2ccccc2N1C(=O)CSCC(=O)O (stereo not drawn)
    x	-4.3	x	0.6	-0.1	-8.3	-9.2
> CSCC(C)N1CCC(n2nccc2NC(=O)c2ccc3c(c2)OCO3)CC1 (stereo not drawn)
    2.9	-0.6	-0.7	-7.3	4.0	2.6	4.5
> COC(=O)c1ccc(-c2ccc(OC)c([C@H]3[C@H]4C=CC[C@@H](C)[C@@H]4C(=O)N3Cc3ccccc3)c2)cc1
    -0.2	-1.4	x	2.3	78.8*	-52.2	-4.1
> CC1=C(C(=O)N2CCOCC2)CC(CC(=O)NCC2CCCCC2)C(=O)N1CCCN1CCCC1=O (stereo not drawn)
    -3.4	2.4	-0.4	-1.8	-2.4	0.1	x
> COc1cc2nc(C3CCC3)n(NC(=O)COc3ccccc3)c(=O)c2cc1OC
    x	15.9	x	-6.5	x	x	0.6
> O=C(O)c1cc2cc(Cl)ccc2[nH]1
    0.7	0.9	0.3	1.3	4.3	-4.8	-2.2
> CC(=Nc1ccccc1)C1=C(O)CCCC1=O
    -1.3	8.0	-6.8	x	18.4	x	-2.3
> O=C(c1cccc(Cl)c1)N1CCN(Cc2ccccc2F)CC1
    x	11.9	x	-3.7	-1.5	-3.7	x
> CCOc1ccc(CCNC(=O)COC(=O)C2CCN(c3ccc(C(F)(F)F)cn3)CC2)cc1OCC
    -2.3	5.1	-7.3	4.3	-5.3	0.3	-8.8
> COc1ccc(C(=O)NNC(=O)CN2CCC(n3nnc4cc(F)ccc43)CC2)cc1
    0.2	8.2	1.7	-2.2	x	x	-12.2
> Cc1cccc(/N=C/c2nc(-c3ccccc3Br)oc2O)n1
    1.6	-0.4	1.0	-4.5	9.7	-0.6	3.9
> COc1ccc(OC)c(/C=C/C(=O)N(C)CC(=O)Nc2ccc(N3CCOCC3)cc2)c1
    3.5	-1.2	-9.4	-0.4	-4.7	3.6	7.2
> COc1ccc(N2CCN(CC(=O)c3c[nH]c4ccccc34)CC2)cc1
    0.3	5.3	-3.6	-2.5	x	x	20.0

(more compounds)
Below each compound: ERp5 block	Cneo AK release	SIRT5 block	miR122 inh	esBAF inh	Statin myotox sup	ARNT TACC3 PPI
> COc1ccc(C(CNC(=O)c2cccc(S(=O)(=O)NCc3ccccc3)c2)N2CCOCC2)cc1 (stereo not drawn)
    3.1	-1.0	-0.7	12.5	-7.8	-15.8	-14.4
> CO[C@@H]1CN(C)C(=O)c2cc(NC(C)=O)ccc2OC[C@H](C)NC[C@H]1C
    -4.3	54.3	0.3	x	-3.4	5.4	-0.5
> O=C(c1ccccn1)N1CCN(S(=O)(=O)c2ccc3ccccc3c2)CC1
    1.5	1.4	4.2	-4.1	2.3	-6.8	-0.3
> CCNC(=O)C[C@@H]1CC[C@H]2[C@H](COc3ccc(NC(=O)c4cccc(OC)c4)cc3C(=O)N2C)O1
    -6.0	-2.6	-2.1	-1.7[16.7 µM]	3.1	-8.7	-9.2
> COc1ccc(S(=O)(=O)N(C)CC(=O)N2CCCC2)cc1
    -3.0	-0.5	-0.9	2.3	3.3	8.7	-7.5
